HT1080-NT tox – kills 2HG-producing HT-1080-NT fibrosarcoma cells | HT-1080-NT fibrosarcoma viability, CellTiter-Glo ATP luminescence, 48 h | Potency, µM (highest dose often 46.1 µM), inactives show top-dose activity, negative = less viability, most hits filed as cytotoxic | 360,000 compounds, 1.6% hits | AID 686970;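 also: NT is the 2HG producing partner of a matched IDH1 knockdown line; potency is read from the fitted curve at half-maximal effect; 0% = DMSO-treated cells and -100% = media-only wells without cells; nearly all actives have a fitted effect of over 55% in size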
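Luminescent CellTiter-Glo readout after 48 hours of compound exposure at 37 degrees C defined viability of HT-1080-NT cells. Activity was normalized to DMSO wells and cell-free media wells; concentration-response curves were fitted and assigned curve classes.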
IL-1B inflam inh – inhibitors of inflammasome signaling (IL-1 beta secretion) | THP-1 LPS/ATP IL-1B secretion, AlphaLISA, 16 h; stronger effect = lower value | 360,000 compounds, 4.7% hits | activity change, % at 57.5 µM | AID 743279; in the data active = activity change below about -50%; inconclusive = mostly about -30% to -49%; also: % is scaled to controls: 0 for no effect and ±100 for the full control effect
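Secreted IL-1B measured by AlphaLISA bead assay after 16 h compound exposure of THP-1 cells; compounds (final up to 57.5 uM) added 1 h before LPS (250 ng/mL) and ATP (1.25 mM) stimulation; lower signal means less secretion.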
WRN helicase inh – WRN helicase (human) inhibition; Q14191; WRN helicase unwinding, fluorescent forked duplex, kinetic; Potency, µM (top dose mostly 114 µM), inactives show at the top dose activity change, negative = inhibition, usual class: inhibitors; 360,000 compounds, 0.46% hits; AID 651768; also: potency is read from the fitted curve at half-maximal effect; % is scaled to controls: 0 for no effect and ±100 for the full control effect; nearly all actives have a fitted effect of over 55% in size
Target sequence (Q14191 whole entry, looked up): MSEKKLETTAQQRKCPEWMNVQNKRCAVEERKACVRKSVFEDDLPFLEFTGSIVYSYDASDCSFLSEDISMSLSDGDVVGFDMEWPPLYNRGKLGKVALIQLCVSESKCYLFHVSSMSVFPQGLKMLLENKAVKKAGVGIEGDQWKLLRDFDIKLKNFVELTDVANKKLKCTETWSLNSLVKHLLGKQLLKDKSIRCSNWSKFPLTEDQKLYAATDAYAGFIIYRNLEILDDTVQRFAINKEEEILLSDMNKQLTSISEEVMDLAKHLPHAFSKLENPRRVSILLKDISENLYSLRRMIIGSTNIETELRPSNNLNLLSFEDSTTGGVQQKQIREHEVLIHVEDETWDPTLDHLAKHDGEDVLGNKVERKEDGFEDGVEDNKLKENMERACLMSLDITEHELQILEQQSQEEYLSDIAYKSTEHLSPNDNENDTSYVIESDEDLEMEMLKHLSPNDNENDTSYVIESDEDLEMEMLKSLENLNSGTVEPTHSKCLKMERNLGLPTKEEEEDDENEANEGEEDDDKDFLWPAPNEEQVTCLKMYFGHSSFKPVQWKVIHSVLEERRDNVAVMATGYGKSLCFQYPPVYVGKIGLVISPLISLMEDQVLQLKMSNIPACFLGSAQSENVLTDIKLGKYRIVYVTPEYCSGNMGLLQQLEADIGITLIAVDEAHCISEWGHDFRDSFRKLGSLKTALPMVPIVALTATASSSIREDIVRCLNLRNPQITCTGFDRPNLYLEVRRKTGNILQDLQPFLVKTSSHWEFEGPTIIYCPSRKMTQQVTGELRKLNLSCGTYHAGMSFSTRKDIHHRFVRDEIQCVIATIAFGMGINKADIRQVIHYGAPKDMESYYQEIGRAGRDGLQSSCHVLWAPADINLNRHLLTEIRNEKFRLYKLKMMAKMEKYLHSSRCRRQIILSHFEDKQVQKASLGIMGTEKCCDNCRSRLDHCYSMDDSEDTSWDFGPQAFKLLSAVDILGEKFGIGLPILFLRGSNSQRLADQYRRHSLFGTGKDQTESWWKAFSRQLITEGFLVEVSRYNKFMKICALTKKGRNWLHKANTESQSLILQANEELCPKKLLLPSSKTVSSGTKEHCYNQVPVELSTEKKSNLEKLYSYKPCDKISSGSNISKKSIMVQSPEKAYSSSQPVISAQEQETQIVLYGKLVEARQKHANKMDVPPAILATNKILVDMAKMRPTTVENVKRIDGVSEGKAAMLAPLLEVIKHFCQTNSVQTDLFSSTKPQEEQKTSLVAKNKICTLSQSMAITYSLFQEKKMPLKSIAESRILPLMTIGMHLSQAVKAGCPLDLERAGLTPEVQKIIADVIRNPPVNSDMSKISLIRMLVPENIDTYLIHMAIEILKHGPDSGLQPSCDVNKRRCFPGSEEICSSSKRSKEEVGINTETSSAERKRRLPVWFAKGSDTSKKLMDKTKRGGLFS
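Enzyme (20 nM final) and test compound sit together 15 min at room temperature before substrate addition. Substrate is a single-forked duplex oligonucleotide (100 nM) labelled with fluorophore and quencher, with 2 mM ATP; helicase unwinding raises red fluorescence, read kinetically.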
ATXN2 expr inh – ATXN2 expression inhibition; HEK-293 ATXN2-luciferase reporter, luminescence, 24 h; Potency, µM (top dose mostly 57 µM), without a hit: at the highest dose activity change, negative = inhibition, actives largely listed as inhibitors; 360,000 compounds, 0.72% hits; also: potency is read from the fitted curve at half-maximal effect; % is scaled to controls: 0 for no effect and ±100 for the full control effect; nearly all actives have a fitted effect of over 55% in size
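qHTS (up to 57 uM final) was run with 24 h compound exposure of reporter cells at 37 °C. Each well was multiplexed: SteadyGlo luminescence measured ATXN2-luciferase expression after a fluorogenic Gly-Phe-AFC viability readout (25 uM final).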
HT1080 IDH1KD tx – HT-1080 IDH1 knockdown cell toxicity (counter line); Potency, µM (titrated, usually from 46.1 µM), for the others: at the top dose activity, negative = toxicity, actives largely listed as cytotoxic; AID 686971; HT-1080 IDH1 knockdown viability, ATP luminescence, 48 h; 360,000 compounds, 2% hits;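 also: potency is read from the fitted curve at half-maximal effect; 0% = DMSO wells and -100% = cell-free medium wells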
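In this qHTS, HT-1080 cells depleted of IDH1 are exposed for 48 h at 37 °C to compound titrations. Toxicity is scored from CellTiter-Glo luminescence, with DMSO as full viability and medium alone as none.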
SW480 rereplic – induces DNA re-replication in SW480 colon adenocarcinoma cells. Potency, µM (series often up to 46.1 µM), for the others: top-dose re-replication activation, most hits filed as activators. 340,000 compounds, 1.8% hits. SW480 DNA re-replication, Hoechst DNA content imaging, 48 h; also: potency is read from the fitted curve at half-maximal effect; % of control where 0% means no effect; nearly all actives have a fitted effect of over 55% in size
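Image-based DNA-content assay: after two days of treatment, nuclei were labelled with the DNA dye Hoechst and imaged, and hits were compounds raising the count of nuclei showing high fluorescence intensity.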
KB-V1 MDR tox – KB-V1 MDR subline cytotoxicity. KB-V1 MDR cells viability, CellTiter-Glo, 72 h. Potency, µM (titrated, usually from 46.1 µM), for the others: top-dose activity change, negative = cytotoxicity, most hits filed as cytotoxic. 400,000 compounds, 3.4% hits. AID 1347076; also: potency is read from the fitted curve at half-maximal effect; % is scaled to controls: 0 for no effect and ±100 for the full control effect; nearly all actives have a fitted effect of over 60% in size
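In this primary screen, KB-V1 cells overexpressing P-gp are incubated with library compounds (lowest to highest concentration) for 72 h at 37 degrees C before a luminescent ATP viability read.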
MCF10A rereplic – inducers of DNA re-replication in MCF 10A breast cells. MCF 10A DNA re-replication, Hoechst nuclear intensity, 48 h. Potency, µM (highest dose often 46.1 µM), for the others: at the highest dose activity, positive = re-replication, most hits filed as activators. 350,000 compounds, 2.9% hits. AID 624296; also: potency is read from the fitted curve at half-maximal effect; % of control where 0% means no effect; nearly all actives have a fitted effect of over 50% in size
KB-3-1 tox – kills parental KB-3-1 adenocarcinoma cells; AID 1347075; Potency, µM (titrated, usually from 46.1 µM), for inactives: at the highest dose activity change, negative = cytotoxic, actives largely listed as cytotoxic; KB-3-1 viability, CellTiter-Glo ATP luminescence, 72 h; 400,000 compounds, 1.4% hits; also: potency is read from the fitted curve at half-maximal effect; % is scaled to controls: 0 for no effect and ±100 for the full control effect; nearly all actives have a fitted effect of over 60% in size
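Using CellTiter-Glo luminescence, growth of non-resistant KB-3-1 adenocarcinoma cells is assessed 72 h after pin-tool compound addition at 37 °C. Normalized responses across the concentration series yield fitted curves.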
The depositor's hits bear a star; ? = inconclusive; nt = not tested or not shown; & = joins results of further samples; [ ] = another dose, or the depositor's remark. Unless noted, calls follow the shape of the dose curve; as a rule, active = well fitted curve in the direction sought with a large enough effect; inconclusive = small, poorly fitted or top-dose-only effect, or another doubt; inactive = no such curve, though single readings can be large; an effect the other way counts as inactive or inconclusive.

SMILES	HT1080-NT tox	IL-1B inflam inh	WRN helicase inh	ATXN2 expr inh	HT1080 IDH1KD tx	SW480 rereplic	KB-V1 MDR tox	MCF10A rereplic	KB-3-1 tox
COc1ccccc1C(=O)OCC(=O)Nc1cc(S(=O)(=O)N2CCOCC2)ccc1N1CCCC1	16.8%	10.2	-0.4%	nt	13.1%	-2.4%	-1.1%	10.3%	1.0%
CC(C)N(C(=S)NCc1ccccc1)C(C)C	6.8%	26.6	-3.8%	nt	0.3%	0.8%	-0.2%	-1.7%	0.0%
CC(C)CC(OC(=O)c1nsc(Cl)c1Cl)C(=O)NCc1cccs1 (centres undefined)	12.2%	-2.0	-3.2%	0.7%	12.5%	-1.8%	-6.5%	?	-4.5%
O=C(Cn1cncn1)N/N=C/c1cc([N+](=O)[O-])ccc1O	-2.2%	-3.5	-3.9%	nt	-0.7%	1.4%	-17.4%	5.5%	-4.0%
CCOc1ccc(N2CC(C(=O)NCCN3C(=O)S/C(=C\c4cccnc4)C3=O)CC2=O)cc1 (centres undefined)	8.1%	2.3	-6.0%[57.1 µM]	8.4%	6.7%	-25.1%[1.84 µM]	?	-16.2%	13.7%
O=C(Nc1nc2ccc(F)cc2s1)C1=COCCO1	?	4.7	-1.0%	?	?	-5.1%	11.6µM*	-0.2%	?
O=C(Nc1ccccc1)c1ccc(NC(=O)c2cccs2)cc1	-3.2%	-4.1	-11.4%	-2.5%	?	3.7%	0.0%	1.8%	-5.5%
Cc1ccc(C(C(=O)NCc2ccco2)N(C(=O)CNC(=O)c2cccs2)c2ccc(C)cc2C)cc1 (centres undefined)	-16.4%	22.6	2.7%	-16.2%	-28.4%	12.1%	-19.2%	4.2%	-5.0%
CCOc1cc(CNn2cnnc2)ccc1OCC(=O)NC1CCCCC1	6.1%	23.9	1.6%	-2.8%	5.1%	-5.3%	1.4%	4.0%	9.5%
COC(=O)N1CCN(c2ccc(C(C)=O)cc2)CC1	-3.9%	-5.3	1.2%	21.3%	-2.2%	-2.2%	-23.6%	-0.8%	1.1%

Structural class: the entries above containing four or more nitrogen atoms.
SMILES	HT1080-NT tox	IL-1B inflam inh	WRN helicase inh	ATXN2 expr inh	HT1080 IDH1KD tx	SW480 rereplic	KB-V1 MDR tox	MCF10A rereplic	KB-3-1 tox
O=C(Cn1cncn1)N/N=C/c1cc([N+](=O)[O-])ccc1O	-2.2%	-3.5	-3.9%	nt	-0.7%	1.4%	-17.4%	5.5%	-4.0%
CCOc1ccc(N2CC(C(=O)NCCN3C(=O)S/C(=C\c4cccnc4)C3=O)CC2=O)cc1 (centres undefined)	8.1%	2.3	-6.0%[57.1 µM]	8.4%	6.7%	-25.1%[1.84 µM]	?	-16.2%	13.7%
CCOc1cc(CNn2cnnc2)ccc1OCC(=O)NC1CCCCC1	6.1%	23.9	1.6%	-2.8%	5.1%	-5.3%	1.4%	4.0%	9.5%

The listing continues.
SMILES	HT1080-NT tox	IL-1B inflam inh	WRN helicase inh	ATXN2 expr inh	HT1080 IDH1KD tx	SW480 rereplic	KB-V1 MDR tox	MCF10A rereplic	KB-3-1 tox
CCCc1ccc(C(O)c2ncc(-c3ccc(OC)cc3)[nH]2)cc1 (centres undefined)	-5.6%	-10.4	-5.0%	14.9%	-11.0%	nt	-6.6%	nt	0.0%
CCOc1ncccc1C(=O)NNC(=O)c1cccc(S(=O)(=O)Nc2ccc(OC)cc2)c1	-3.9%	12.4	?	2.1%	-9.2%	2.8%	0.9%	-4.8%	-7.6%
COc1ccc(NC(=O)COC(=O)CC2Sc3ccccc3NC2=O)cc1 (centres undefined)	-10.3%	4.3	-3.1%	24.0%	-11.4%	26.6%	0.0%	?	2.3%
COc1ccc(NC(=O)COc2ccc(-c3nn(C)c(=O)c4ccccc34)cc2)cc1	-14.3%	-15.3	-8.1%	-31.1%&-12.2%	?	-0.3%	?	11.6%	-6.9%&-0.2%
O=C(OCc1cnc(Cl)s1)c1ccc(Cl)cc1	17.8%	-4.2	-8.2%	-21.6%	18.7%	-2.7%	?	17.4%	21.1%
Cc1ccc(C)c(N2CCN(C(=O)CCc3nc(-c4ccc(Br)cc4)no3)CC2)c1	-2.5%	5.7	-10.1%	23.6%	-1.1%	20.6%	-1.6%	20.8%	0.0%
CN1C(=O)c2ccc(C(=O)Nc3ccccc3O)cc2C1=O	15.6%	28.7	3.3%	nt	9.6%	-12.2%	-1.9%	5.5%	0.5%
O=C(c1ccco1)N1CCN(C(=O)c2ccccc2OCc2ccccc2)CC1	-0.1%	6.5	-2.0%	-0.6%	-5.1%	-0.4%	?	0.2%	-2.3%
C/C(=N\NC(=O)c1ccc(F)cc1)c1ccccn1	?	-66.0*	-5.1%	nt	?	?	-19.2%	?	?
Cc1c(C(=O)N2CCc3ccccc3C2)oc2ccc(S(=O)(=O)N3CC(C)CC(C)C3)cc12 (centres undefined)	-0.8%	-6.7	-8.4%	1.9%	-0.7%	?	?	25.5%	23.1µM*
Cc1cccc(Oc2nc(-c3ccccn3)nc3ccccc23)c1	?	-99.2*	-4.5%	-8.0%	16.4µM*	79.2%	?	5.5%	-6.1%
COc1ccc(OC)c(NC(=O)c2ccccc2N(Cc2ccccc2)S(C)(=O)=O)c1	-0.7%	?	-2.8%	-30.2%	0.3%	-31.2%[inhibitor]	0.0%	?	1.1%
CC[C@]12c3[nH]c4ccc(OC)cc4c3CCN1C(=O)C(CC(=O)NCCCN(C)C)C[C@@H]2C(=O)N1CCN(C(=O)c2ccco2)CC1 (some centres undefined)	15.9%	-4.1	-6.2%	-4.4%	10.3%	?	15.6%	?	11.1%
CCCCN(CCCC)/C(N)=N/c1nc(C)cc(C)n1	-14.3%	8.2	5.7%	-21.6%	-10.8%	-6.5%	-13.0%	0.1%	-0.5%
CCCc1cc(=O)oc2cc(C)cc(OCC(=O)NC3CC3)c12	-5.7%	-20.9	-3.9%[57.1 µM]	-3.0%	-1.5%	-32.2%[inhibitor]	-0.7%	1.3%	-8.5%
COc1ccccc1NC(=O)c1c(O)c2ccccc2[nH]c1=O	-2.5%	25.8	0.2%	nt	-9.8%	?	?	15.8%	-6.9%
COc1ccc(NS(=O)(=O)c2ccc(OCC(=O)N3CCOCC3)cc2)cc1Cl	-2.1%	13.6	-20.0%	-15.3%	-12.3%	-0.4%	nt	-5.9%	nt
COc1cnc(-c2ccccn2)nc1Oc1ccc(Cl)cc1	-5.0%	-24.9	1.9%	-23.8%	-12.3%	10.3µM*	?	?	-18.6%
Cc1ccc(N(CC(=O)N/N=C/c2cc(C)n(-c3ccccc3)c2C)S(C)(=O)=O)c(C)c1	-9.4%	-27.5	-7.6%	3.6%	-5.8%[9.24 µM]	-1.6%	-8.8%	0.1%	12.2%
CCc1ccc(NC(=O)CCn2ccnc2C)cc1	?	-4.1	7.4%	5.7%	8.7%	-5.9%	22.0%	10.2%	0.0%
Cc1ccc(F)cc1S(=O)(=O)Nc1cccc(C(=O)N2CCCC(C(N)=O)C2)c1 (centres undefined)	7.5%	9.1	-1.3%	-2.5%	7.7%	-9.7%	12.9%	12.4%	-2.5%
Cn1c(=O)oc2cc(S(=O)(=O)NCc3ccco3)ccc21	17.4%	-13.4	1.8%	-20.1%	-2.0%	-7.4%	13.4%	-10.5%	12.2%
N/C(=N\OC(=O)CC1CCCCC1)c1cccc([N+](=O)[O-])c1	-1.0%	51.3	-2.0%	21.1%	25.4%	-7.3%	-5.7%	0.5%	0.0%
O=C(Cc1ccc([N+](=O)[O-])cc1)Nc1cc(C(F)(F)F)cc(C(F)(F)F)c1	-27.3%	nt	-2.5%	-16.6%	?	-61.6%[inhibitor]	?	35.5%	?
O=c1c2cnn(-c3ccc(F)cc3)c2ncn1Cc1ccc(F)cc1	0.9%	12.1	-6.2%	-7.1%&0.9%	-4.2%	-5.0%	1.6%&-12.0%	0.7%	0.0%&-4.4%
O=C(C=NNc1ccccc1)c1ccccc1	-15.9%	7.2	9.5%	52.0%[activator]	-27.7%	-18.1%	15.2%	-4.3%	-2.6%
CC(C)N(C(=O)Cn1cc(SCC(=O)N2CCCC2)c2ccccc21)C(C)C	10.8%	0.4	-4.0%	-16.7%	9.3%	-0.7%	?	2.1%	11.4%
O=C(NC(=S)Nc1ccc(Oc2ccccc2)cc1)c1ccc(Cl)cc1	?	-53.9*	-17.6%[57.1 µM]	-1.2%	13.5%[9.24 µM]	-2.0%	?	20.7%	-14.5%
O=C(Nc1nc(-c2ccc(-c3ccccc3)cc2)cs1)c1cc([N+](=O)[O-])ccc1N1CCOCC1	7.2%	-11.1	-1.6%	nt	-1.1%	-7.2%	-10.6%	12.2%	-1.2%
CSc1nsc(/C=C/Nc2ccc(F)cc2)c1C#N	-4.1%	10.5	-4.9%	nt	-5.1%	30.1%	1.1%	?	-10.6%
CC1CCCCC1NC(=O)Cc1ccc(S(=O)(=O)N2CCOCC2)s1 (centres undefined)	4.7%	19.2	-11.9%	1.9%	-0.6%	-3.3%	-4.1%	15.8%	-6.7%
COc1ccc(C(=O)Nc2cc3c4c(c2)C(C)C(=O)N4CCC3)cc1OC (centres undefined)	-3.6%	-13.2	4.5%	5.1%	-2.9%	-10.6%	?	0.1%	?
CCn1cc(CN2CCC(n3nccc3NC(=O)C3CCCC3)CC2)cn1	1.6%	17.5	-4.4%	2.5%	16.0%	-22.4%	0.0%	0.7%	10.6%
COc1cccc2c1OCC/C2=N\NC(=O)COc1ccccc1C	-1.6%	-9.0	-9.0%	44.8%[activator]	-6.5%	-4.2%	-3.2%	-0.5%	-1.9%
CCCc1cc(C(=O)OC)c(NC(=O)CCCC(=O)O)s1	-5.0%	-9.2	-3.4%	-7.7%	-4.1%	0.1%	0.0%	3.9%	-21.5%
